HKDC1 inh: blocks human hexokinase HKDC1 activity. Q2TB90. recombinant HKDC1, G6PDH/diaphorase resazurin coupled fluorescence. inhibition, % at 20 µM. 340,000 tested, 0.16% active. AID 493160;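 active = inhibition above about 35% when tested at 20 µM, limit read from the data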;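 also: plate controls were DMSO wells with enzyme for no effect and DMSO wells lacking enzyme for full effect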
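Material: recombinant HKDC1 hexokinase; Amount: HKDC1 at 5 µg/mL; Medium: Tris pH 8.0 buffer with MgCl2, Tween-20, BSA, BME; Schedule: 90 min reaction incubation at room temperature, dark; Technique: coupled resazurin fluorescence, excitation 525 nm, emission 613 nm.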
Gli-Sufu block: antagonists of Gli-Sufu signaling; Sufu-KO-LIGHT fibroblasts, Gli luciferase reporter luminescence; inhibition, % at 5 µM; 340,000 tested, 0.74% active;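 active = inhibition above about 55%, limit read from the data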;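 also: 0% = DMSO-treated cells and 100% = wells with medium but no cells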
UBC13 polyUb: human UBC13 polyubiquitination inhibition; inhibition, % at 20 µM; UBC13 polyubiquitin chain formation, TR-FRET; P61088; 330,000 tested, 0.47% active; in the data active = inhibition above about 45%, passing the limit was not always enough
Target sequence (P61088 whole entry, looked up): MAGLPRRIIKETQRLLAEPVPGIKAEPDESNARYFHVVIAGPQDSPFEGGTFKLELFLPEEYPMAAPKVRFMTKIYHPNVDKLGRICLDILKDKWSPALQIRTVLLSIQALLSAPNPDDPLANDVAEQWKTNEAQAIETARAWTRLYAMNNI
SENP8 block: inhibitors of human SENP8 protease. Q96LD8. purified SENP8, Z-RLRGG-aminoluciferin cleavage, luminescence. inhibition, % at 10 µM. 330,000 tested, 1.2% active. AID 2540
Target sequence (Q96LD8 whole entry, looked up): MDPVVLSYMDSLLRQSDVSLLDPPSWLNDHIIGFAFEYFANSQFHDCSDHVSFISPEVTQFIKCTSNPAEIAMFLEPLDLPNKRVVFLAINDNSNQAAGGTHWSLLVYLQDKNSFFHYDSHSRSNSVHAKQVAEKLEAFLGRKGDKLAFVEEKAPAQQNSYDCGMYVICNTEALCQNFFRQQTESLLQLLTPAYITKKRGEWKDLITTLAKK
SENP7 block: blocks the human protease SENP7; recombinant SENP7, Z-RLRGG-aminoluciferin luminescence, 40 min; inhibition, % at 5 µM; 330,000 tested, 1.5% active; AID 434973;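 active = inhibition above about 50% at the single test dose, limit read from the data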;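 also: plate controls were DMSO with enzyme for no effect and no enzyme buffer wells for full effect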
Target sequence (Q9BQF6 706-1050 limits assumed): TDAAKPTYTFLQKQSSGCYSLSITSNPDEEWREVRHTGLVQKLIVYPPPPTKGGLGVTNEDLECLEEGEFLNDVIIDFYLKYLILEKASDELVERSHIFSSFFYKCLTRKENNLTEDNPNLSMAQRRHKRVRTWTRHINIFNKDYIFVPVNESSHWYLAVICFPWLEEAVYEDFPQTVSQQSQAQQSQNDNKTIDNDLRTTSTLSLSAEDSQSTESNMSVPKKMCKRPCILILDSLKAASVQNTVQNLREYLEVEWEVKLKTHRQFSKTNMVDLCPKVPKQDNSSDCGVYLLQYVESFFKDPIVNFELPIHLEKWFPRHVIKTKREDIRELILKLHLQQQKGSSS
Apaf1 inhib: human Apaf-1 inhibition | O14727 | reconstituted apoptosome caspase-3 activity, DEVD-Rh110 fluorescence | inhibition, % at 20 µM | 330,000 tested, 0.71% active | AID 489030; active = inhibition of at least 40% at 20 µM;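 also: plate controls were DMSO wells for no effect and DEVD-CHO caspase inhibitor wells for full effect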
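System: Apoptosome proteins | Medium: Hepes pH 7.5 with detergent and BSA | Also added: Cytochrome c trigger plus (Z-DEVD)2-Rh110 caspase-3 substrate | Incubation: 30 min compound preincubation, 50 min activation, room temperature | Detection: Rhodamine 110 fluorescence at Ex 480/Em 540 nm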
Jurkat NFkB inh: lowers PMA/ionomycin-induced NF-kB signal in Jurkat cells; PMA/ionomycin-induced NF-kB luciferase reporter, luminescence; inhibition, % at 4 µM; 330,000 tested, 0.53% active; AID 435003
697 NFkB inh: inhibitors of the PMA/ionomycin-induced NF-kB reporter in 697 B cells. 330,000 tested, 0.33% active. 697 B-cell NF-kB luciferase reporter, 16 h. inhibition, % at 4 µM; in the data active = inhibition above about 35%
An asterisk follows results filed as active. Rule as the data show it, unless noted: active = inhibition above about 50%; inactive = the rest. Rows are unselected. Share with any hit: about 3.6%.

The line under a structure holds: HKDC1 inh	Gli-Sufu block	UBC13 polyUb	SENP8 block	SENP7 block	Apaf1 inhib	Jurkat NFkB inh	697 NFkB inh
1	COC(=O)Cc1ccc(NC(=S)N2CCCC(CO)C2)cc1 (centres undefined)
→ -14	-49	-4	-8	4	5	-28	-46
2	O=C1OC(N2C(=O)CC[C@H]2C(=O)NCC2CCCO2)c2ccccc21 (some centres undefined)
→ -8	-6	-8	-8	12	-4	-10	-7
3	Cc1cccc2cc3c(NC(=O)C(C)(C)C)nn(CC(C)C)c3nc12
→ 4	15	6	-2	2	19	-6	-12
4	Cc1ccc(N2C(=O)CC(N(O)C3CC(=O)N(c4ccc(C)cc4)C3=O)C2=O)cc1 (centres undefined)
→ 0	4	4	6	4	-1	1	19
5	CC(C(=O)Nc1ccc(C#N)cc1)N(C)CC(=O)N(C)c1c(N)n(Cc2ccccc2)c(=O)[nH]c1=O (centres undefined)
→ -5	-2	8	-10	9	7	-1	-2
6	Cn1c(CC(=O)Nc2ccc(Cl)c(Cl)c2)nnc1SCC(=O)NCc1ccccc1
→ -3	-2	19	-1	1	-13	-1	8
7	O=C(OCC(=O)N1CCN(c2ccccc2)CC1)c1ccc(O)cc1O
→ 2	-31	-2	-9	-5	-4	2	10
8	CCOc1cccc(-c2c(C(=O)N/N=C(\C)c3cccs3)nnn2-c2nonc2N)c1
→ 4	6	-14	-3	9	13	6	-20
9	O=C(CCC1CCCN(C(=O)COc2ccccc2)C1)N1CCN(c2ccccn2)CC1 (centres undefined)
→ -3	-2	8	-4	-7	-5	6	10
10	Cc1ccc(C(O)(C(=O)NNc2ccccn2)c2ccc(C)cc2)cc1
→ -6	-9	2	2	3	1	8	19
11	CC(=O)CCc1ccc(OCCCOc2cccc3cccnc23)cc1
→ 6	10	4	9	3	8	2	-44
12	COc1cccc(NC(=O)Nc2nnc(N3C(C)CCCC3C)s2)c1 (centres undefined)
→ 5	-16	-5	-10	4	8	-15	1
13	CC(C)(C)C1COc2ccccc2N1C(=O)c1ccccc1Cl (centres undefined)
→ 0	5	4	0	5	17	19	0
14	COC(=O)C1=C(SC)N(c2ccccc2)C(c2ccccc2)CC1=O (centres undefined)
→ 1	-3	0	-1	5	1	-2	-11
15	CCOC(=O)C1CCN(C(=O)COC(=O)c2ccc(=O)n(Cc3ccccc3)n2)CC1
→ -7	2	3	7	-6	4	9	9
16	O=C(O)CCCCCNC(=O)c1cccc(Br)c1
→ -9	2	4	-3	1	-8	5	2
17	COc1ccc(Cl)cc1NC(=O)C1CCN(C(=O)C2CC(=O)N(c3ccc(C)cc3)C2)CC1 (centres undefined)
→ -1	5	-7	-12	-10	17	-8	6
18	CCC(=O)NCCc1nc2ccccc2n1CC
→ 0	-5	-6	4	2	2	-4	6
19	CN1CCN(S(=O)(=O)c2ccc(NC(=O)Nc3cccc(Cl)c3)cc2)CC1
→ -6	2	11	-11	-2	10	-31	18
20	CC(C)c1nnc(NC(=O)c2ccc(S(=O)(=O)N3CCOCC3)cc2)s1
→ -3	-13	0	-16	-16	13	6	-3
21	O=C(COC(=O)c1ccccc1Oc1ccccc1)NC1CC1
→ -9	-3	5	9	-3	-11	-2	13
22	C#CC[N+]1(CC#Cc2cccc(C)c2)CCCCC1
→ -9	47	0	-7	0	10	-12	-11
23	COc1ccc(CN2CCCC(CO)(Cc3ccc(F)cc3)C2)cc1C (centres undefined)
→ -4	25	10	6	-7	9	-7	12
24	CCCCOC(=O)NCN1C(=O)C2C3C=CC(C3)C2C1=O (centres undefined)
→ -6	-2	3	-4	7	8	3	13
25	COC(=O)c1c(NC(=O)Cc2ccc(OC)c(S(=O)(=O)N3CCOCC3)c2)sc(C)c1C
→ 8	6	-1	1	-2	24	-2	21
26	COc1cc(OCc2ccccc2)c(C(=O)/C=C/c2ccc3c(c2)OCO3)c(OC)c1OC
→ 2	11	1	-8	7	21	-8	5
27	COc1ccccc1N1CCN(CC(=O)Nc2c(C)n(C)n(-c3ccccc3)c2=O)CC1
→ -10	3	2	5	2	-3	6	6
28	O=C(N1CCOCC1)C12CC3CC(C1)CC(c1ccccc1)(C3)C2
→ 1	12	4	-1	2	0	6	13
29	CCOC(=O)C1=CC[C@@H](c2cc3cc(OC)ccc3n2C)N(S(=O)(=O)c2ccc(C)cc2)[C@H]1C(=O)OCC
→ 3	15	-16	1	3	17	-2	-41
30	Nc1ccc(S(=O)(=O)NNC(=O)C(=O)NNc2ccccc2)cc1
→ -10	4	12	-1	1	-13	10	16

Entries of single compounds, quoted from the list. Order of values: HKDC1 inh	Gli-Sufu block	UBC13 polyUb	SENP8 block	SENP7 block	Apaf1 inhib	Jurkat NFkB inh	697 NFkB inh
CCC(=O)NCCc1nc2ccccc2n1CC reads 0	-5	-6	4	2	2	-4	6
Cc1cccc2cc3c(NC(=O)C(C)(C)C)nn(CC(C)C)c3nc12 reads 4	15	6	-2	2	19	-6	-12
O=C(O)CCCCCNC(=O)c1cccc(Br)c1 reads -9	2	4	-3	1	-8	5	2
Nc1ccc(S(=O)(=O)NNC(=O)C(=O)NNc2ccccc2)cc1 reads -10	4	12	-1	1	-13	10	16
C#CC[N+]1(CC#Cc2cccc(C)c2)CCCCC1 reads -9	47	0	-7	0	10	-12	-11

Remaining list, next part.
The line under a structure holds: HKDC1 inh	Gli-Sufu block	UBC13 polyUb	SENP8 block	SENP7 block	Apaf1 inhib	Jurkat NFkB inh	697 NFkB inh
31	Cc1ccn2cc(C(=O)Nc3ccccc3N3CCOCC3)nc2c1
→ -6	-24	8	-9	5	-11	7	-19
32	O=C(CSc1nnnn1-c1ccc(O)cc1)Nc1cccc(S(=O)(=O)N2CCCC2)c1
→ 4	9	10	0	7	-2	10	-7
33	CCOc1ccc2nc(NC(=O)C(NS(=O)(=O)c3cccs3)C(C)C)sc2c1 (centres undefined)
→ -15	-7	-12	-6	-6	12	-21	-16
34	Cc1ccccc1-n1c(SCC(=O)c2cc(C)n(C)c2C)nnc1-c1ccncc1
→ -1	10	-4	-6	-17	24	7	11
35	CCOC(=O)n1c(=O)oc2cc(S(=O)(=O)N3CCCCC3)ccc21
→ -8	2	4	-6	-5	-12	6	21
36	COc1ccccc1Cc1noc(-c2cc(Cl)ccc2OC)n1
→ 2	5	-1	-1	5	4	4	19
37	CCC(=O)NS(=O)(=O)c1cccnc1Nc1ccc(Cl)cc1
→ 4	-3	4	-4	-1	-2	3	8
38	O=C(COC(=O)c1ccccc1Nc1ccccc1)c1ccccc1
→ 15	-10	-2	-7	-8	5	-7	-19
39	COc1ccccc1C(=O)NCCC(=O)OCC(=O)Nc1ccc(S(N)(=O)=O)cc1
→ 1	3	8	-5	1	-10	4	16
40	COc1cccc(NC(=O)C(NCC2CCCCC2)c2ccccc2)c1 (centres undefined)
→ 4	-1	-3	-4	0	21	-5	-35
41	Cc1cc(NC(=O)CSc2nnc(C3COc4ccccc4O3)o2)no1 (centres undefined)
→ 2	1	-1	11	4	-2	-1	5
42	CC(=O)Nc1ccc(NC(=O)C(C)OC(=O)c2cccc(S(=O)(=O)N3CCCCCC3)c2)cc1 (centres undefined)
→ 2	11	-2	-2	-5	1	11	-1
43	O=C(CNc1ccccc1F)Nc1cccc2ccccc12
→ 0	-17	9	-2	-5	17	-16	-5
44	CC(Sc1nc(N)cc(=O)[nH]1)C(=O)Nc1cccc(Cl)c1 (centres undefined)
→ -5	-10	-9	-8	-2	7	-22	12
45	O=C(Nc1cccc(C(F)(F)F)c1)C(=O)N1CCCCC1
→ -3	-10	2	-1	4	3	-19	-3
46	CCOc1ccc(N2C(=O)CC(N(O)c3ccccc3)C2=O)cc1 (centres undefined)
→ 3	-21	1	-3	-1	-6	4	-26
47	O=C(Nc1ccccc1C(=O)O)c1cccc(F)c1
→ -2	0	7	51*	38	2	9	-2
48	CC(=O)Cc1cc(O)c2ccccc2c1OC(=O)c1ccccc1
→ 2	17	-8	6	15	35	19	-41
49	Cc1ccc2[nH]c3c(c2c1)CCN(C)C3
→ 3	-4	10	3	5	-4	-6	-1
50	O=C(OCc1cccc([N+](=O)[O-])c1)c1ccc[nH]c1=O
→ -8	23	-2	0	-5	-4	2	5

Three entries from above, ordered by molar mass, rising:
The line under a structure holds: HKDC1 inh	Gli-Sufu block	UBC13 polyUb	SENP8 block	SENP7 block	Apaf1 inhib	Jurkat NFkB inh	697 NFkB inh
47	O=C(Nc1ccccc1C(=O)O)c1cccc(F)c1
→ -2	0	7	51*	38	2	9	-2
31	Cc1ccn2cc(C(=O)Nc3ccccc3N3CCOCC3)nc2c1
→ -6	-24	8	-9	5	-11	7	-19
40	COc1cccc(NC(=O)C(NCC2CCCCC2)c2ccccc2)c1 (centres undefined)
→ 4	-1	-3	-4	0	21	-5	-35

Screening data from PubChem.
